Screening data: PubChem, Broad Institute
NFkB binder = binders of NF-kB p50 subunit, primary screen, biochemical, small molecule microarray, anti-His fluorescence | Nuclear factor NF-kappa-B p105 subunit (Homo sapiens), P19838 | anti-His fluorescence binding | calls only | 17,000 compounds, 1.3% hits | AID 624139, 2012;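 active means spot fluorescence over background significantly raised, with a chance value under 7% in all four replicate spots of the compound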;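 further: probe protein is his-tagged human p50 processed subunit at 1 µg/ml; raw spot fluorescence signals with no normalization applied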
Target sequence (P19838 1-433 limits assumed): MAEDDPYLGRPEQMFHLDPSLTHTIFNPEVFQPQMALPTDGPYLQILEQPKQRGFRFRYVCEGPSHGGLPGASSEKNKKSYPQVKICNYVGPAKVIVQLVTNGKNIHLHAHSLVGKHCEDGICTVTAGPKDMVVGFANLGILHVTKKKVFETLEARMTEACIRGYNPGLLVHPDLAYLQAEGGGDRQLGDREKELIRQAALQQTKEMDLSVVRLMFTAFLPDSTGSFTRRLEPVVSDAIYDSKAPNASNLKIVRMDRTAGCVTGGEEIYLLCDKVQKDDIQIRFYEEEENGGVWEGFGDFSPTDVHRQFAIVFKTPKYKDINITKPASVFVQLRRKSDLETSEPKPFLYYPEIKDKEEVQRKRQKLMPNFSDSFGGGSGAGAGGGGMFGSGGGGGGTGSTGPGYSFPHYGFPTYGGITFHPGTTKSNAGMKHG
Calls only; i = inactive; + = active, no number. The list is partial (hit frequency here may not be typical).

SMILES	NFkB binder
COc1ccc(S(=O)(=O)N(C)C[C@@H]2Oc3ncc(C#CC(C)(C)O)cc3C(=O)N([C@H](C)CO)C[C@@H]2C)cc1	i
Cc1ccc(NS(=O)(=O)c2cc(C(=O)Nc3ccccc3C(=O)N3CCCC3)ccc2C)c(C)c1	i
COc1ccc(S(=O)(=O)Nc2ccc3c(c2)CC(=O)N([C@@H](C)CO)C[C@H](C)[C@@H](CN(C)Cc2ccc(Cl)c(Cl)c2)O3)cc1	i
C[C@@H]1CN([C@@H](C)CO)C(=O)c2cc(NC(=O)Nc3ccccc3)ccc2O[C@@H](C)CCCCO[C@@H]1CN(C)C(=O)Cc1ccccc1	i
C[C@H](CO)N1C[C@H](C)[C@H](CN(C)Cc2ccncc2)Oc2c(NS(=O)(=O)c3ccc(Cl)cc3)cccc2C1=O	i
CCOc1ccccc1CNCCN1CCOCC1	i
Cc1ccc(NC(=O)COc2ccc(CO)cc2Cl)cc1	i
C/C(=C\CC[C@@H](C)[C@H]1CC(OC2OCC(O)C(O)C2O)[C@@]2(C)C3CC[C@H]4C(C)(C)[C@@H](O[C@@H]5OC(CO)C(O)C(O)C5OC5OC(CO)C(O)C(O)C5O)CC[C@@]45C[C@@]35CC(O)[C@]12C)C(=O)OC1OC(CO)C(O)C(O)C1O (stereo partly drawn)	i
O=C(CCC1COc2ccccc2O1)Nc1cccnc1 (stereo not drawn)	i
C[C@@H]1O[C@@H](O[C@@H]2[C@@H](O)[C@H](C)O[C@@H](OCC3OC(Oc4c(-c5ccc(O)c(O)c5)oc5cc(O)cc(O)c5c4=O)C(O)C(O)C3O)[C@@H]2O)[C@H](O)[C@H](O)[C@H]1O (stereo partly drawn)	i
Cc1ccc([N+](=O)[O-])cc1NC(=O)CN(c1ccc(I)cc1)S(C)(=O)=O	i
COc1cc(CO)cc(I)c1O[C@H]1C=C(C(=O)NCCO)C[C@@H](N(CC2CCCCC2)C(=O)c2ccc(C(F)(F)F)cc2)[C@@H]1O	i
COc1ccc(Cl)cc1NC(=O)CSc1n[nH]c(-c2ccccc2)n1	i
C[C@H](CO)N1C[C@H](C)[C@H](CN(C)Cc2ccccc2)OCCCC[C@H](C)Oc2ccc(NS(=O)(=O)c3cn(C)cn3)cc2C1=O	i
C[C@@H]1CN([C@@H](C)CO)C(=O)Cc2cc(NC(=O)CCC(F)(F)F)ccc2O[C@H]1CN(C)C(=O)Nc1cccc2ccccc12	i
Cc1noc(C)c1NC(=O)N(C)C[C@H]1Oc2ccc(NC(=O)Nc3ccc4c(c3)OCO4)cc2CC(=O)N([C@@H](C)CO)C[C@@H]1C	i
Cc1sc2ncnc(SCC(=O)c3ccc(Cl)cc3)c2c1C	i
C[C@H](CO)N1C[C@H](C)[C@@H](CN(C)C(=O)Nc2ccccc2)Oc2c(NC(=O)c3ccc(-c4nccs4)cc3)cccc2C1=O	i
CCC(Sc1nnc(-c2ccccc2)n1-c1ccccc1)C(=O)Nc1ccc(Cl)cc1 (stereo not drawn)	i
C=Cc1ccc(O[C@@H]2O[C@H](CO[C@@H]3O[C@@H](C)[C@H](O)[C@@H](O)[C@H]3O)[C@@H](O)[C@H](O)[C@H]2O)cc1	i
Cc1ccc(S(=O)(=O)N(C)C[C@H]2Oc3ccc(NC(=O)Nc4c(C)noc4C)cc3C(=O)N([C@H](C)CO)C[C@H]2C)cc1	i
COc1ccc(S(=O)(=O)N(C)C[C@@H]2Oc3ccc(NC(=O)Nc4ccc5c(c4)OCO5)cc3C(=O)N([C@@H](C)CO)C[C@H]2C)cc1	i
C=CCOC(=O)C1=C[C@H](c2csc3ccccc23)C[C@H](OCCCCO)O1	i
C[C@@H]1CN([C@H](C)CO)C(=O)c2cccc(NC(=O)C3CCOCC3)c2O[C@H]1CN(C)CC1CC1	i
CNC[C@H]1OCCCC[C@@H](C)Oc2ccc(N)cc2C(=O)N([C@@H](C)CO)C[C@@H]1C	i

Given bar-delimited: entries from further up
mol | NFkB binder
C[C@@H]1CN([C@@H](C)CO)C(=O)c2cc(NC(=O)Nc3ccccc3)ccc2O[C@@H](C)CCCCO[C@@H]1CN(C)C(=O)Cc1ccccc1 | i
Cc1noc(C)c1NC(=O)N(C)C[C@H]1Oc2ccc(NC(=O)Nc3ccc4c(c3)OCO4)cc2CC(=O)N([C@@H](C)CO)C[C@@H]1C | i

Next compounds
SMILES	NFkB binder
CN(CC(=O)Nc1cccnc1)S(=O)(=O)c1ccccc1	i
C[C@H]1CN([C@@H](C)CO)C(=O)c2cccc(NC(=O)Nc3ccc(F)cc3)c2O[C@@H]1CN(C)C(=O)NC1CCCCC1	i
C[C@H](CO)N1C[C@H](C)[C@@H](CN(C)Cc2ccc(C(=O)O)cc2)Oc2c(NC(=O)c3nc4ccccc4s3)cccc2C1=O	i
O=C(COc1ccc(Br)cc1)Nc1cccc(NC(=O)c2ccc(Cl)cc2Cl)c1	i
Cc1noc(C)c1S(=O)(=O)N(C)C[C@H]1Oc2ccc(NC(=O)CCCN(C)C)cc2C(=O)N([C@H](C)CO)C[C@H]1C	i
COc1ccccc1-c1cc(=O)c2c(O[C@@H]3O[C@H](CO)[C@@H](O)[C@H](O)[C@H]3O)cc(OC)c(OC)c2o1	i
Cc1cc(C(=O)Nc2cccc3c2O[C@H](CN(C)CC2CC2)[C@H](C)CN([C@H](C)CO)C3=O)n(C)n1	i
O=C(CCc1nc2ccccc2[nH]c1=O)OCc1c(F)cccc1Cl	i
O=C(NCc1nc2ccccc2[nH]1)C1=C[C@H](c2csc3ccccc23)C[C@H](OCCCCO)O1	i
C[C@H]1CN([C@@H](C)CO)C(=O)Cc2cc(NC(=O)CCN3CCOCC3)ccc2O[C@@H]1CN(C)S(=O)(=O)c1cccs1	i
C[C@H]1CN([C@@H](C)CO)C(=O)Cc2cc(NC(=O)Nc3ccccc3)ccc2O[C@H]1CN(C)C(=O)Nc1ccc(F)cc1	i
Cc1noc(C)c1NC(=O)N(C)C[C@@H]1Oc2ccc(NC(=O)Cc3ccccc3)cc2C(=O)N([C@H](C)CO)C[C@@H]1C	i
C=C(C(=O)O)C1CCC2(C)CCCC(C)(O)C2C1 (stereo not drawn)	i
CC(C)NC(=O)Nc1cccc2c1O[C@H](CN(C)Cc1ccc(C(F)(F)F)cc1)[C@@H](C)CN([C@@H](C)CO)C2=O	i
C=CC(C)(C)[C@@]12CC(=O)C(=O)N3/C(=C/c4cnc[nH]4)C(=O)N[C@]31N(OC)c1ccccc12	i
COc1ccccc1CN1CC(C(=O)O)CC1=O (stereo not drawn)	i
N#Cc1c(C(F)(F)F)cc(-c2ccco2)nc1SCc1ccccn1	i
C[C@H]1CN([C@@H](C)CO)C(=O)c2cc(NC(=O)Nc3ccc4c(c3)OCO4)ccc2O[C@H]1CN(C)C(=O)Nc1ccc2c(c1)OCO2	i
C[C@@H]1CN([C@@H](C)CO)C(=O)c2cc(NC(=O)CCCN(C)C)ccc2O[C@@H]1CN(C)C	i
C[C@@H]1CN([C@@H](C)CO)C(=O)c2cc(NC(=O)NC3CCCCC3)ccc2O[C@@H]1CN(C)C(=O)Nc1ccccc1	i
CC1CCC(O)C2C=CC(C)(O)C(C)(C(=O)CCO)C12 (stereo not drawn)	i
CC(C)NC(=O)N(C)C[C@H]1OCCCC[C@@H](C)Oc2ccc(NC(=O)Nc3cccc4ccccc34)cc2C(=O)N([C@H](C)CO)C[C@@H]1C	i
COC(=O)C1=CO[C@@H](OC2OC(O)C(O)C(O)C2CO)[C@H]2[C@@H]1C=CC21C=C([C@H](C)O)C(=O)O1 (stereo partly drawn)	i
C[C@H](CO)N1C[C@H](C)[C@@H](CN(C)Cc2ccc(C(F)(F)F)cc2)Oc2ccc(NC(=O)Cc3cn(C)c4ccccc34)cc2CC1=O	+
CC1(O)CC(=O)c2c(ccc3c2C(=O)c2cccc(O)c2C3=O)C1 (stereo not drawn)	i

Part of the list above, bar-delimited.
SMILES | NFkB binder
C[C@H](CO)N1C[C@H](C)[C@@H](CN(C)Cc2ccc(C(=O)O)cc2)Oc2c(NC(=O)c3nc4ccccc4s3)cccc2C1=O | i
O=C(COc1ccc(Br)cc1)Nc1cccc(NC(=O)c2ccc(Cl)cc2Cl)c1 | i
Cc1noc(C)c1S(=O)(=O)N(C)C[C@H]1Oc2ccc(NC(=O)CCCN(C)C)cc2C(=O)N([C@H](C)CO)C[C@H]1C | i
COc1ccccc1-c1cc(=O)c2c(O[C@@H]3O[C@H](CO)[C@@H](O)[C@H](O)[C@H]3O)cc(OC)c(OC)c2o1 | i
Cc1cc(C(=O)Nc2cccc3c2O[C@H](CN(C)CC2CC2)[C@H](C)CN([C@H](C)CO)C3=O)n(C)n1 | i
O=C(CCc1nc2ccccc2[nH]c1=O)OCc1c(F)cccc1Cl | i
O=C(NCc1nc2ccccc2[nH]1)C1=C[C@H](c2csc3ccccc23)C[C@H](OCCCCO)O1 | i

Further compounds.
SMILES	NFkB binder
COc1ccc(CN(C)C[C@H]2OCCCC[C@@H](C)Oc3ccc(NC(=O)Nc4c(C)noc4C)cc3C(=O)N([C@@H](C)CO)C[C@@H]2C)cc1	i
C[C@H]1CCCCO[C@@H](CN(C)C(=O)Nc2ccc(C(F)(F)F)cc2)[C@@H](C)CN([C@@H](C)CO)C(=O)c2cc(NS(=O)(=O)c3cccs3)ccc2O1	i
COc1ccc(NC(=O)Nc2ccc3c(c2)CC(=O)N([C@@H](C)CO)C[C@@H](C)[C@H](CN(C)C)O3)cc1	i
C[C@H](CO)N1C[C@H](C)[C@@H](CN(C)C(=O)c2ccccc2)OCCCC[C@H](C)Oc2ccc(NS(=O)(=O)c3cn(C)cn3)cc2C1=O	i
CCC(SC1=NCCS1)C(=O)Nc1ccc(NC(C)=O)cc1 (stereo not drawn)	i
O=C(C1=C[C@@H](c2ccc3c(c2)OCO3)C[C@@H](OCc2ccc(CO)cc2)O1)N1CCN(Cc2ccc3c(c2)OCO3)CC1	i
COC(=O)c1ccccc1NC(=O)c1ccc(NC(=O)COc2ccccc2)cc1	i
C[C@@H]1CN([C@H](C)CO)C(=O)c2cc(NC(=O)Nc3cccc4ccccc34)ccc2O[C@@H]1CN(C)C	i
Cc1ccc(S(=O)(=O)N(C)C[C@@H]2Oc3ncc(-c4ccccc4)cc3C(=O)N([C@H](C)CO)C[C@@H]2C)cc1	i
C[C@@H]1CCCCO[C@H](CN(C)C(=O)Nc2ccc3c(c2)OCO3)[C@@H](C)CN([C@H](C)CO)C(=O)c2cc(NS(C)(=O)=O)ccc2O1	i
C[C@@H]1CCCCO[C@@H](CN(C)S(=O)(=O)c2ccccc2)[C@H](C)CN([C@H](C)CO)C(=O)c2cc(NS(=O)(=O)c3cccs3)ccc2O1	i
Cc1noc(C)c1NC(=O)N(C)C[C@H]1Oc2c(NS(=O)(=O)c3ccccc3)cccc2C(=O)N([C@H](C)CO)C[C@@H]1C	i
C[C@@H]1CCCCO[C@@H](CN(C)S(=O)(=O)c2ccccc2)[C@@H](C)CN([C@@H](C)CO)C(=O)c2cc(NC(=O)c3ccncc3)ccc2O1	i
CCOC(=O)c1sc(NC(=S)N2CCN(c3ncccn3)CC2)c(C(=O)OCC)c1C	i
CC(C)NC(=O)Nc1ccc2c(c1)C(=O)N([C@@H](C)CO)C[C@H](C)[C@@H](CN(C)C)OCCCC[C@H](C)O2	i
C[C@H]1CN([C@@H](C)CO)C(=O)Cc2cc(NC(=O)Cc3cn(C)c4ccccc34)ccc2O[C@@H]1CN(C)C(=O)Nc1ccccc1	i
CC(O)CCCc1cc(O)cc(O[C@@H]2O[C@H](CO)[C@@H](O)[C@H](O)[C@H]2O)c1 (stereo partly drawn)	i
C[C@H]1CN([C@@H](C)CO)C(=O)c2cccc(NC(=O)Nc3cccc4ccccc34)c2O[C@H]1CN(C)Cc1ccc(C(=O)O)cc1	i
CNC[C@@H]1Oc2c(NC(=O)c3cnccn3)cccc2C(=O)N([C@H](C)CO)C[C@H]1C	i
COc1ccc(-c2coc3cc(O[C@@H]4O[C@H](CO)[C@@H](O)[C@H](O)[C@H]4O)cc(O)c3c2=O)cc1	i
COc1cc(C)c(C(=O)Oc2cc(C)c(C(=O)Oc3cc(C)c(C(=O)NC(C)C(=O)O)c(O)c3)c(O[C@@H]3O[C@H](CO)[C@@H](O)[C@H](O)[C@H]3OC(C)=O)c2)c(OC)c1 (stereo partly drawn)	i
Cc1noc(C)c1NC(=O)N(C)C[C@@H]1Oc2ccc(NC(=O)Nc3ccc4c(c3)OCO4)cc2CC(=O)N([C@@H](C)CO)C[C@H]1C	i
C[C@@H]1O[C@@H](O[C@H]2[C@H](OC(=O)[C@]34CCC(C)(C)C[C@H]3C3=CCC5[C@@]6(C)C[C@H](O)[C@H](O[C@@H]7O[C@H](C(=O)O)[C@@H](O)[C@H](O)[C@H]7O)[C@@](C)(CO)C6[C@H](O)C[C@@]5(C)[C@]3(C)C[C@H]4O)O[C@@H](CO)[C@@H]2O)[C@H](O)[C@H](O)[C@H]1O[C@@H]1OC[C@@H](O)[C@H](O[C@H]2OC[C@](O)(CO)[C@H]2O)[C@H]1O (stereo partly drawn)	i
C[C@H]1CN([C@@H](C)CO)C(=O)CCCn2cc(nn2)CO[C@@H]1CN(C)C(=O)c1ccc2ccn(C)c2c1	i
CS(=O)(=O)N1CCN(c2ccccc2NC(=O)c2ccco2)CC1	i
CC(C)(C)c1ccc(-c2nnc(SCC(=O)Nc3ccccc3)n2-c2ccccc2)cc1	i
Cc1noc(C)c1NC(=O)N(C)C[C@@H]1Oc2c(NC(=O)NC3CCCCC3)cccc2C(=O)N([C@H](C)CO)C[C@@H]1C	i
CC(C)C(C(=O)O)N1C(=O)/C(=C/c2ccc(Br)cc2)SC1=S (stereo not drawn)	i
C=C[C@@]1(C)CCC2=C(C1)C(=O)CC1[C@](C)(C(=O)O)CCC[C@]21C (stereo partly drawn)	i
COc1ccc(S(=O)(=O)N(C)CC(=O)N2CCOCC2)cc1OC	i

Given in CSV form: entries from further up.
Molecule,NFkB binder
C=C[C@@]1(C)CCC2=C(C1)C(=O)CC1[C@](C)(C(=O)O)CCC[C@]21C (stereo partly drawn),i
COc1ccc(NC(=O)Nc2ccc3c(c2)CC(=O)N([C@@H](C)CO)C[C@@H](C)[C@H](CN(C)C)O3)cc1,i
Cc1noc(C)c1NC(=O)N(C)C[C@H]1Oc2c(NS(=O)(=O)c3ccccc3)cccc2C(=O)N([C@H](C)CO)C[C@@H]1C,i
